WT yeast gro inh: growth inhibition of WT strain, primary screen, mitochondrial fusion inhibitor project, WT and mutant strains, chemical genetic; AID 1362, 2008; inhibition, % at 10 µM; mitochondrial fusion phenotypic screen; 190,000 tested, 2.1% active; in the data active = inhibition above about 58%; tested in S. cerevisiae
human PMI inhibition: inhibitors of human PMI, primary screen, biochemical, fluorescence intensity, coupled assay (AID 1209); Mannose-6-phosphate isomerase (Homo sapiens); purified PMI enzyme, coupled fluorescence intensity; higher % means a stronger effect; one-dose inhibition, % at 20 µM; IC50 in µM for titrated hits; 190,000 tested, 0.42% active;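 note: plate controls were DMSO vehicle for no effect and wells lacking substrate for full effect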
Myeloid diff 2: induction of myeloid progenitor differentiation, primary screen, cell-based, flow cytometry, MLPCN library. AID 624256, 2012. calls only at 10 µM. 360,000 tested, 1% active. ER-HoxA9 myeloid progenitors, lysozyme-GFP differentiation;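 active = normalized GFP-positive differentiation at or above the plate's own cutoff, the solvent-only control mean plus 3 SD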;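 note: cells exposed to compound for four days before flow analysis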
P. falciparum M1AAP: P. falciparum M1AAP inhibitors, biochemical, fluorogenic H-Leu-NHMec substrate, 1536-well (AID 1445) | one-dose inhibition, % at 30 µM; IC50 in µM for titrated hits | recombinant M1AAP, H-Leu-NHMec fluorogenic kinetic assay; higher % means a stronger effect | 220,000 tested, 0.42% active | Aminopeptidase N (Plasmodium falciparum (isolate 3D7));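 active = primary inhibition above the hit cutoff, then over 50% inhibition at one or more dose response concentrations, cut at about 23% in these data, passing the limit was not always enough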;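 note: plate controls were DMSO full reaction for no effect and no enzyme background for full effect; strong numbers were not always called active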
TNAP activators: human TNAP enzyme activators, primary screen, biochemical, luminescent, no phosphate acceptor, uHTS (AID 1001). Alkaline phosphatase, tissue-nonspecific isozyme (Homo sapiens). purified TNAP, luminescent activation assay, no phosphate acceptor; higher activation fold means a stronger effect. activation fold at 20 µM, or EC50 in µM where a hit was titrated. 200,000 tested, 0.03% active; in the data active = activation fold from about 3, or a potency from the dose series; inactive = the rest, 99 in 100 with activation fold below about 1.6; note: many of its hits are not listed in these tables
PMI inhibition: human PMI inhibitors, high substrate, primary screen, biochemical, fluorescence intensity, high mannose 6-phosphate (AID 1220). Mannose-6-phosphate isomerase (Homo sapiens). recombinant PMI enzyme, coupled fluorescence intensity; higher % means a stronger effect. inhibition, % at 20 µM; hits with a dose series show IC50 in µM. 190,000 tested, 0.66% active
Lipid droplet: inhibitors of hepatocyte lipid droplet formation, primary screen, imaging, high-throughput imaging, BODIPY stain | 240,000 tested, 0.4% active | AML12 mouse hepatocytes, oleate lipid droplets | inhibition, % at 6.5 µM;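 active = lipid droplet intensity inhibited by at least 50%, with more than 500 cells counted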
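Assay system: AML12 mouse liver cells | Compound: 6.5 µM single-point dosing | Schedule: Overnight exposure | Technique: Fluorescence imaging, 20x objective, two fields per well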
CSM14.1 death rescue: rescue of cells from ER stress-induced death, primary screen, 384-well, CSM14.1, thapsigargin, ATP luminescence (AID 1222) | CSM14.1 thapsigargin-induced death rescue, ATP luminescence; higher % means a stronger effect | cellular ATP content (survival), % at 20 µM, or EC50 in µM where a hit was titrated | 190,000 tested, under 10 active;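 active = EC50 below 50 µM in the dose-response confirmation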;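 note: death triggered by thapsigargin at about 15 µM added after 2 h compound pretreatment; cell ATP read after overnight thapsigargin exposure of roughly 18 to 22 hours; normalized against plate controls of thapsigargin alone and 5% DMSO vehicle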
UTI89 phage lysis: inhibition of K1F phage lysis, E. coli UTI89, bacterial capsule biogenesis inhibitors, alamar blue (AID 488966). E. coli UTI89 K1F phage lysis, alamar blue, 2 h; higher % means a stronger effect. 340,000 tested, 0.02% active. one-dose inhibition, % at 100 µM; IC50 in µM for titrated hits;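 active = phage lysis inhibition, versus mean bacterial control, above a set limit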;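 note: capsule biogenesis inhibitors block K1F phage lysis so surviving cells raise fluorescence; higher fluorescence means more inhibition of phage lysis; actives were called in the ten point dose series up to 300 µM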
WT yeast gro inh mutant strain: second read-out of WT yeast gro inh, no call of its own (marks repeat the call); inhibition, %; mitochondrial fusion phenotypic screen, mutant strain inhibition
Lipid droplet cells 6.5 µM: recorded beside Lipid droplet, whose call it bears; cell count; measured here: cell count, cytotoxicity flag;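 cells counted across two imaged fields per well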
Myeloid diff 2 GFP+ MAC1+ %: also measured in Myeloid diff 2; calls as there; GFP+ MAC1+ double positive, %; measured here: differentiation confirmed by MAC1 staining
* hit, by the source's call; [ ] = dose if it differs, or a comment. Cut-off read from the data, not from the text of the source, unless noted: active = inhibition above about 50%; inactive = the rest.

For COCCNC(=O)c1nn(-c2cc(OC)cc(OC)c2)c(=O)c2ccccc12 the results were WT yeast gro inh 13, human PMI inhibition 10%, Myeloid diff 2 inactive, P. falciparum M1AAP -2%, TNAP activators 1.1, PMI inhibition 7%, Lipid droplet 0, CSM14.1 death rescue -2.9%, UTI89 phage lysis 13%, WT yeast gro inh mutant strain 2, Lipid droplet cells 6.5 µM 773 and Myeloid diff 2 GFP+ MAC1+ % 0.8.
Screening CC(C)(C)Cc1nc2ccccc2n1CCc1ccccc1 returned WT yeast gro inh 19, human PMI inhibition -1%, Myeloid diff 2 inactive, P. falciparum M1AAP -1%, TNAP activators 1.1, PMI inhibition 2%, Lipid droplet 18, CSM14.1 death rescue 0.6%, UTI89 phage lysis 0.1%, WT yeast gro inh mutant strain 3, Lipid droplet cells 6.5 µM 780 and Myeloid diff 2 GFP+ MAC1+ % 0.6.
Screening O=C(NCc1nc2ccccc2[nH]1)C1=C[C@H](c2csc3ccccc23)C[C@H](OCc2ccc(CO)cc2)O1 returned Myeloid diff 2 inactive, P. falciparum M1AAP 9%, Lipid droplet 7, UTI89 phage lysis 1.8%, Lipid droplet cells 6.5 µM 677 and Myeloid diff 2 GFP+ MAC1+ % 0.0.
CCCCCCCCC(=O)Nc1cc(C)ccc1OC was read as WT yeast gro inh 52, human PMI inhibition -1%, Myeloid diff 2 inactive, P. falciparum M1AAP 0%, TNAP activators 1.1, PMI inhibition -2%, Lipid droplet -58, CSM14.1 death rescue 0.2%, UTI89 phage lysis 0.5%, WT yeast gro inh mutant strain 8, Lipid droplet cells 6.5 µM 755 and Myeloid diff 2 GFP+ MAC1+ % 0.7.
CC1CCCCC1NC(=O)C(=O)NCC1CCCO1 (stereo unspecified) was read as WT yeast gro inh -2, human PMI inhibition 3%, Myeloid diff 2 inactive, P. falciparum M1AAP 1%, TNAP activators 1, PMI inhibition 1%, Lipid droplet 11, CSM14.1 death rescue -3.9%, UTI89 phage lysis -0.3%, WT yeast gro inh mutant strain -9, Lipid droplet cells 6.5 µM 700 and Myeloid diff 2 GFP+ MAC1+ % 3.5.
`CC(C)NC(=O)CN1C(=O)NC(CCc2ccccc2)C1=O` (stereo unspecified) gave WT yeast gro inh 41, human PMI inhibition 5%, Myeloid diff 2 inactive, P. falciparum M1AAP 3%, TNAP activators 1, PMI inhibition 0%, CSM14.1 death rescue -1.3%, UTI89 phage lysis 0.7%, WT yeast gro inh mutant strain 17 and Myeloid diff 2 GFP+ MAC1+ % 0.7.
Screening CCOc1cc(/C=N/NC(N)=O)ccc1OCC(=O)Nc1ccc(C)c(C)c1 returned WT yeast gro inh -1, human PMI inhibition 20%, Myeloid diff 2 inactive, P. falciparum M1AAP 5%, TNAP activators 1.1, PMI inhibition 19%, Lipid droplet 1, CSM14.1 death rescue 2.7%, UTI89 phage lysis 0.3%, WT yeast gro inh mutant strain -10, Lipid droplet cells 6.5 µM 743 and Myeloid diff 2 GFP+ MAC1+ % 0.1.
`CCC(=O)N1c2ccccc2NC2=C(C(=O)CCC2)C1c1ccc(N(C)C)cc1` (stereo unspecified) gave WT yeast gro inh 3, human PMI inhibition -4%, Myeloid diff 2 inactive, P. falciparum M1AAP 10%, TNAP activators 1.1, PMI inhibition 16%, CSM14.1 death rescue 0.1%, UTI89 phage lysis -0.3%, WT yeast gro inh mutant strain -16 and Myeloid diff 2 GFP+ MAC1+ % 0.5.
`CCc1ccc(OS(=O)(=O)c2cn(C)c(=O)n(C)c2=O)cc1` gave WT yeast gro inh -4, human PMI inhibition 1%, Myeloid diff 2 inactive, P. falciparum M1AAP 2%, TNAP activators 1, PMI inhibition -1%, Lipid droplet -13, CSM14.1 death rescue 1.1%, UTI89 phage lysis 0.5%, WT yeast gro inh mutant strain -27, Lipid droplet cells 6.5 µM 597 and Myeloid diff 2 GFP+ MAC1+ % 0.3.
COc1ccccc1N1CCN(C(=O)c2cc(C(C)(C)C)oc2C)CC1 was read as Myeloid diff 2 inactive, P. falciparum M1AAP -4%, Lipid droplet 10, UTI89 phage lysis 0.5%, Lipid droplet cells 6.5 µM 695 and Myeloid diff 2 GFP+ MAC1+ % 0.8.
`CC(=O)C1=NN(c2ccc(Cl)cc2)C(c2ccc3c(c2)OCO3)N(C(C)=O)N1C` (stereo unspecified) gave Myeloid diff 2 inactive, P. falciparum M1AAP 2%, Lipid droplet -18, UTI89 phage lysis -0.9%, Lipid droplet cells 6.5 µM 713 and Myeloid diff 2 GFP+ MAC1+ % 0.6.
Screening CCOC(=O)C1CCCN(C2CC(=O)N(c3ccc(C)c(C)c3)C2=O)C1 (stereo unspecified) returned WT yeast gro inh -21, human PMI inhibition 9%, Myeloid diff 2 inactive, P. falciparum M1AAP 0%, TNAP activators 1.1, PMI inhibition 7%, Lipid droplet 5, CSM14.1 death rescue -2.0%, UTI89 phage lysis 0.6%, WT yeast gro inh mutant strain -15, Lipid droplet cells 6.5 µM 701 and Myeloid diff 2 GFP+ MAC1+ % 0.6.
Screening CCOC(=O)C1=C(C)NC(=O)NC1c1ccc(OC(C)C(=O)O)c(OC)c1 (stereo unspecified) returned WT yeast gro inh -18, human PMI inhibition 2%, Myeloid diff 2 inactive, P. falciparum M1AAP 4%, TNAP activators 1.2, PMI inhibition -3%, Lipid droplet 12, CSM14.1 death rescue 0.4%, UTI89 phage lysis -0.1%, WT yeast gro inh mutant strain -10, Lipid droplet cells 6.5 µM 661 and Myeloid diff 2 GFP+ MAC1+ % 1.5.
For NC(N)=N/N=C/c1ccccc1Cl the results were Myeloid diff 2 inactive, P. falciparum M1AAP 15%, Lipid droplet 12, UTI89 phage lysis 1.0%[50 µM], Lipid droplet cells 6.5 µM 707 and Myeloid diff 2 GFP+ MAC1+ % 0.4.
C/C(CC(=O)Nc1c(C)cc(C)cc1C)=N\NC(=O)c1cnccn1 was read as WT yeast gro inh -5, human PMI inhibition 10%, Myeloid diff 2 inactive, P. falciparum M1AAP 2%, TNAP activators 1.5, PMI inhibition 2%, Lipid droplet -12, CSM14.1 death rescue 2.4%, UTI89 phage lysis -5.1%, WT yeast gro inh mutant strain -28, Lipid droplet cells 6.5 µM 614 and Myeloid diff 2 GFP+ MAC1+ % 0.3.
For O=[N+]([O-])c1cc(Oc2cccnc2)cc([N+](=O)[O-])c1 the results were WT yeast gro inh 10, human PMI inhibition -23%, Myeloid diff 2 inactive, P. falciparum M1AAP 17%, TNAP activators 1, PMI inhibition -21%, Lipid droplet -5, CSM14.1 death rescue -3.2%, UTI89 phage lysis -0.3%, WT yeast gro inh mutant strain -3, Lipid droplet cells 6.5 µM 722 and Myeloid diff 2 GFP+ MAC1+ % 0.5.
CC(C)OCCCNC(=S)N1CCC(C(=O)c2ccc3c(c2)OCCO3)CC1 was read as WT yeast gro inh 4, human PMI inhibition 4%, Myeloid diff 2 inactive, P. falciparum M1AAP 3%, TNAP activators 1.1, PMI inhibition -3%, Lipid droplet -4, CSM14.1 death rescue 0.1%, UTI89 phage lysis 0.0%, WT yeast gro inh mutant strain -4, Lipid droplet cells 6.5 µM 694 and Myeloid diff 2 GFP+ MAC1+ % 0.8.
For CCOc1cc(C2Nc3ccccc3C(=O)N2c2ccccc2OC)ccc1O (stereo unspecified) the results were WT yeast gro inh 74*, human PMI inhibition 8%, Myeloid diff 2 inactive, P. falciparum M1AAP 22%, TNAP activators 1.1, PMI inhibition 5%, Lipid droplet -18, CSM14.1 death rescue -3.3%, UTI89 phage lysis 0.1%, WT yeast gro inh mutant strain -5.4*, Lipid droplet cells 6.5 µM 745 and Myeloid diff 2 GFP+ MAC1+ % 1.2.
`COc1cc(N=Nc2c(C)n(C)n(-c3ccccc3)c2=O)ccc1N` gave WT yeast gro inh 8, human PMI inhibition 12%, Myeloid diff 2 inactive, P. falciparum M1AAP 7%, TNAP activators 1.1, PMI inhibition 14%, Lipid droplet 13, CSM14.1 death rescue 0.5%, UTI89 phage lysis -0.1%, WT yeast gro inh mutant strain -11, Lipid droplet cells 6.5 µM 710 and Myeloid diff 2 GFP+ MAC1+ % 1.0.
`COc1ccc2nc(Nc3nc(-c4ccncc4)cs3)sc2c1` gave WT yeast gro inh 0, human PMI inhibition -3%, Myeloid diff 2 inactive, P. falciparum M1AAP -1%, TNAP activators 1, PMI inhibition -8%, Lipid droplet 2, CSM14.1 death rescue -0.9%, UTI89 phage lysis 0.2%, WT yeast gro inh mutant strain -7, Lipid droplet cells 6.5 µM 679 and Myeloid diff 2 GFP+ MAC1+ % 0.3.
Cn1c(O)c(N=NC(=O)Cn2c(C(F)(F)F)nc3ccccc32)c2ccccc21 was read as WT yeast gro inh -25, human PMI inhibition 4%, Myeloid diff 2 inactive, P. falciparum M1AAP 8%, TNAP activators 1, PMI inhibition 6%, Lipid droplet 8, CSM14.1 death rescue -7.3%, UTI89 phage lysis 2.8%, WT yeast gro inh mutant strain 1, Lipid droplet cells 6.5 µM 654 and Myeloid diff 2 GFP+ MAC1+ % 0.6.
CCCCSc1nnc(-c2ccccc2NC(C)=O)c(=O)[nH]1 was read as WT yeast gro inh 7, human PMI inhibition -2%, Myeloid diff 2 inactive, P. falciparum M1AAP 7%, TNAP activators 1.1, PMI inhibition -6%, Lipid droplet 3, CSM14.1 death rescue 0.0%, UTI89 phage lysis -0.2%, WT yeast gro inh mutant strain 0, Lipid droplet cells 6.5 µM 718 and Myeloid diff 2 GFP+ MAC1+ % 0.3.

Random excerpt: two records from the list, in no set order.
For CCOc1cc(C2Nc3ccccc3C(=O)N2c2ccccc2OC)ccc1O (stereo unspecified) the results were WT yeast gro inh 74*, human PMI inhibition 8%, Myeloid diff 2 inactive, P. falciparum M1AAP 22%, TNAP activators 1.1, PMI inhibition 5%, Lipid droplet -18, CSM14.1 death rescue -3.3%, UTI89 phage lysis 0.1%, WT yeast gro inh mutant strain -5.4*, Lipid droplet cells 6.5 µM 745 and Myeloid diff 2 GFP+ MAC1+ % 1.2.
CC(C)OCCCNC(=S)N1CCC(C(=O)c2ccc3c(c2)OCCO3)CC1 was read as WT yeast gro inh 4, human PMI inhibition 4%, Myeloid diff 2 inactive, P. falciparum M1AAP 3%, TNAP activators 1.1, PMI inhibition -3%, Lipid droplet -4, CSM14.1 death rescue 0.1%, UTI89 phage lysis 0.0%, WT yeast gro inh mutant strain -4, Lipid droplet cells 6.5 µM 694 and Myeloid diff 2 GFP+ MAC1+ % 0.8.
